EPAC2 antagonist = qHTS for Antagonist of cAMP-regulated guanine nucleotide exchange factor 2 (EPAC2): primary screen. AID 720708, 2013. Potency, µM (top dose mostly 114 µM), without a hit: at the highest dose activity, negative = inhibition, actives largely listed as inhibitors. 360,000 compounds, 0.18% hits. EPAC2 GEF exchange of Rap1B-BODIPY-GDP, fluorescence; also: % is scaled to controls: 0 for no effect and ±100 for the full control effect; nearly all actives have a fitted effect of over 45% in size; many of its hits are not listed in these tables
Target sequence (Q8WZA2 whole entry, looked up): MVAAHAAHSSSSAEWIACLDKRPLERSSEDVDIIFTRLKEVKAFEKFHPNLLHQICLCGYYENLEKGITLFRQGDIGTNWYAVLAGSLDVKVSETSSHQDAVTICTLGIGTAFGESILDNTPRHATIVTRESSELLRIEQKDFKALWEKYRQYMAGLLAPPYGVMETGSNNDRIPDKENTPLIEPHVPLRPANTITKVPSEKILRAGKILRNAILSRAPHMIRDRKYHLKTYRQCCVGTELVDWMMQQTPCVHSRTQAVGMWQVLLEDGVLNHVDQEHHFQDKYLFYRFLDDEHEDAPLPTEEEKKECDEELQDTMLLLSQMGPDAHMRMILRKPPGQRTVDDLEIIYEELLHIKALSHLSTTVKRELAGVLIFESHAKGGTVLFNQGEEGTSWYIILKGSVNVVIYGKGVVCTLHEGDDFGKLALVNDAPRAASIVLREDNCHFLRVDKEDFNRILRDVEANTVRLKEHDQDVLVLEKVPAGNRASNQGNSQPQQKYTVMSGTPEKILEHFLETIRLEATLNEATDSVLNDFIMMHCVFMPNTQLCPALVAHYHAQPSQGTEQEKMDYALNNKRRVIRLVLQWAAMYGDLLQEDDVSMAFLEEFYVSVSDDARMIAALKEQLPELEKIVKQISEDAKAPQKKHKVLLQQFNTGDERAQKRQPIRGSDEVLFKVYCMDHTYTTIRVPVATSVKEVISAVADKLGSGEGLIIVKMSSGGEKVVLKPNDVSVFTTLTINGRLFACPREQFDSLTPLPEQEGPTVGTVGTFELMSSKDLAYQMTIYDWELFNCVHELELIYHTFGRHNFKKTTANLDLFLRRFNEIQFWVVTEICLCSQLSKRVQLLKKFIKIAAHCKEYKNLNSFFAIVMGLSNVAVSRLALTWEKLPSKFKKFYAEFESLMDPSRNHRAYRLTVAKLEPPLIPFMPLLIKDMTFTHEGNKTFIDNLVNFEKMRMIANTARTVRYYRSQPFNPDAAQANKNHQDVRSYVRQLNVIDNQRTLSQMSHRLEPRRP
HepG2 viability = qHTS for Inhibitors of TGF-b: Cytotox Counterscreen; AID 588856, 2011; HepG2 CAGA-GFP viability, ATP luminescence, 18 h; 410,000 compounds, 0.76% hits; Potency, µM (top dose mostly 46.1 µM), for inactives: top-dose activity change, negative = cytotoxicity, actives largely listed as cytotoxic; also: some results filed as inactive show a strong effect at the top dose
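CellTiter-Glo luminescence gave cytotoxicity after 18 hours at 37 degrees C. The cells were HepG2 CAGA-GFP in 1% FBS DMEM, stimulated with 500 pg/mL TGF-beta after compound addition. %Activity was normalised to no-cell wells (complete cell-killing) and DMSO (no toxicity), and curves were fitted and classified.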
S2 tox = Viability Counterscreen for Primary qHTS for Inhibitors of ATXN expression; S2 cells (HEK-293 line with an ATXN2-luciferase reporter) viability, CellTiter-Fluor protease fluorescence, 24 h; Potency, µM (highest dose often 56.7 µM), most hits filed as cytotoxic; 400,000 compounds, 0.49% hits; AID 651635, 2014; also: nearly all actives have a fitted effect of over 40% in size
ATXN2 expr inh = Primary qHTS for Inhibitors of ATXN expression | HEK-293 ATXN2-luciferase reporter, luminescence, 24 h | 360,000 compounds, 0.72% hits | Potency, µM (top dose mostly 57 µM), for the others: at the highest dose activity change, negative = inhibition, usual class: inhibitors; also: % is scaled to controls: 0 for no effect and ±100 for the full control effect; nearly all actives have a fitted effect of over 55% in size
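qHTS (up to 57 uM final) was run with 24 h compound exposure of reporter cells at 37 °C. Each well was multiplexed: SteadyGlo luminescence measured ATXN2-luciferase expression after a fluorogenic Gly-Phe-AFC viability readout (25 uM final).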
MCF10A rereplic = A quantitative high throughput screen for small molecules that induce DNA re-replication in MCF 10a normal breast cells | Potency, µM (doses to about 46.1 µM), for the others: at the top dose activity, positive = re-replication, actives largely listed as activators | 350,000 compounds, 2.9% hits | MCF 10A DNA re-replication, Hoechst nuclear intensity, 48 h | AID 624296, 2012; also: % of control where 0% means no effect; nearly all actives have a fitted effect of over 50% in size
Nrf2 block = Nrf2 qHTS screen for inhibitors; AID 504444, 2011; 360,000 compounds, 2.1% hits; A549 ARE-Fluc reporter, luciferase luminescence, 18-24 h; Potency, µM (highest dose often 46 µM), inactives show at the highest dose activity change, negative = inhibition, usual class: inhibitors; also: % is scaled to controls: 0 for no effect and ±100 for the full control effect; nearly all actives have a fitted effect of over 60% in size
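Concentration-response testing used A549 ARE_Fluc cells at 5000 cells/well. Following an 18-24 h compound incubation, viability was read by fluorescence (Ex 405/Em 525) and luciferase output by luminescence.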
Nrf2 ARE act = qHTS of Nrf2 Activators | AREc32 ARE-luciferase reporter (MCF7-derived line), luminescence, 24 h | Potency, µM (titrated, usually from 46.1 µM), without a hit: at the highest dose activation, most hits filed as activators | AID 624171, 2012 | 410,000 compounds, 0.31% hits; also: % of control where 0% means no effect; nearly all actives have a fitted effect of over 65% in size
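Luminescent ARE reporter assay in AREc32_Fluc cells: overnight plating at 37 deg C, 24 hr compound incubation, Steady-Glo added, 30 min RT before reading.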
A549 viability = Nrf2 qHTS screen for inhibitors: counterscreen for cytotoxicity; A549 ARE-Fluc cells, CellTiter-Fluor viability, 18-24 h; Potency, µM (doses to about 46 µM), for inactives: at the top dose activity change, negative = cytotoxicity, most hits filed as inhibitors; 390,000 compounds, 0.16% hits; AID 504648, 2011; also: % is scaled to controls: 0 for no effect and ±100 for the full control effect
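A549 ARE-Fluc cells in 5% FBS OPTI-MEM, 5000 cells/well, rested 2 h then exposed to compounds in concentration-response for 18-24 h at 37 °C. Viability by CellTiter-Fluor fluorescence (Ex 405/Em 525) after 30 min; luciferase luminescence (BugLite, 15 min, RT) read afterwards.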
TGFb inhibitor = qHTS for Inhibitors of TGF-b | Potency, µM (highest dose often 46.1 µM), for the others: at the top dose activity, negative = inhibition, usual class: inhibitors | HepG2 CAGA-GFP TGF-b/SMAD3 reporter, GFP fluorescence, 18 h; TGF-beta stimulated, 500 pg/mL final | 410,000 compounds, 1.2% hits; also: % is scaled to controls: 0 for no effect and ±100 for the full control effect; nearly all actives have a fitted effect of over 65% in size
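HEPG2 CAGA-GFP cells (1000/well, DMEM with 1% FBS) were pre-incubated 2 h at 37 degrees C, given compound by pin tool, then stimulated with TGF-beta at 500 pg/mL final for 18 h before per-cell GFP fluorescence imaging.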
* = called active by the depositor; i = inactive; ? = inconclusive; / = not tested or not shown; [ ] = dose if it differs, or a comment. Calls follow the shape of the dose curve; as a rule, active = well fitted curve in the direction sought with a large enough effect; inconclusive = small, poorly fitted or top-dose-only effect, or another doubt; inactive = no such curve, though single readings can be large; an effect the other way counts as inactive or inconclusive. Potency is read from the fitted curve at half-maximal effect. These rows are one share of the data; rates above refer to the full screens.

Compound,EPAC2 antagonist,HepG2 viability,S2 tox,ATXN2 expr inh,MCF10A rereplic,Nrf2 block,Nrf2 ARE act,A549 viability,TGFb inhibitor
Cc1ccc(NC(=O)CSCc2cc(=O)n3ccsc3n2)c(C)c1,3.1%,-9.8%,i,-7.5%,-9.8%,0.0%,1.0%,0.0%,3.0%
Cc1cc(C)n(-c2nc3ccccc3c(=O)n2OCC(=O)OCc2ccccc2)n1,6.9%,-12.2%,?,?,7.8%,/,?,?,-26.9%
O=C1OC(/C=C/c2ccccc2)=NC/1=C\c1cccnc1,-4.4%,-6.5%,i,-11.5%,3.4%,8.1%,0.4%,5.1%,-7.2%
COc1cc2c(cc1NC(=O)C(C)OC(=O)c1ccc(S(=O)(=O)Nc3ccccc3Cl)cc1)oc1ccccc12 (configuration not stated),0.5%,-2.0%,i,29.5%,17.8%,-19.3%,6.2%,-3.1%,3.8%
CC1Cc2cc(S(=O)(=O)CCC(=O)NCc3ccco3)ccc2N1C(=O)C1CC1 (configuration not stated),-6.5%,-30.9%,i,-3.0%,?,1.2%,0.4%,-7.3%,-3.9%
CC1(Oc2ccccc2)CCN(Cc2csc3ccccc23)C1 (configuration not stated),3.6%,-11.2%,i,-9.8%,/,/,0.3%,/,11.0%
Cc1cccc(Sc2nc(-c3ccccc3)ccc2C#N)c1,7.2%,-41.3%,i,1.4%,10.1%,16.9%,15.3%,0.1%,-2.8%
Cc1nn(C)cc1C(N)=O,-5.9%,1.3%,i,2.0%,-2.0%,/,-0.5%,-1.8%,0.0%
C[C@]12c3[nH]c4cc(-c5ccco5)ccc4c3CCN1C(=O)[C@@H](CC(=O)NCc1cccc(C(F)(F)F)c1)C[C@@H]2C(=O)N1CCCCC1,-15.6%,-28.3%,?,?,-40.7%[inhibitor],?,-0.6%,?,7.94µM*
COc1cccc(C(C(=O)NC2CCCC2)N(C(=O)c2ccco2)c2ccc(C(C)=O)cc2)c1OC (configuration not stated),0.9%,8.2%,?,-1.5%,-0.3%,4.4%,-0.5%,-2.2%,-24.5%
CC1CCc2sc(C(=O)N(C)CC(=O)Nc3ccc(N4CCOCC4)cc3)cc2C1 (configuration not stated),-1.4%,-14.3%,?,-3.5%,20.8%,-16.6%,-0.7%,-9.1%,5.0%
Cc1c(C(=O)NCc2ccccc2Cl)sc2ncnc(N(C)C3CCCCC3)c12,/,-11.8%,i,-6.1%,/,/,-0.5%,-3.2%,-2.0%
Nc1nc2c(Cl)cc(Cl)cc2s1,2.8%,-23.8%,i,5.9%,-4.6%,4.6%,-0.7%,-0.7%,0.4%
Cc1ccc(C)c(Cn2c(=O)n(CCCC(=O)NCCc3ccc(Cl)cc3)c(=O)c3ccccc32)c1,/,7.8%,i,11.5%,/,10.9%,-0.6%,0.9%,-15.5%
COc1ccc(S(=O)(=O)N(C)CC(=O)NCCC2=CCCCC2)cc1,-1.3%,-4.4%,i,0.5%,2.3%,0.1%,-0.3%,-1.0%,13.5%
CC(C)NS(=O)(=O)c1ccc(Oc2ncc(C(F)(F)F)cc2Cl)cc1,-11.8%,-18.0%,i,56.7%[activator],?,?,0.1%,-11.6%,-10.0%
CC(NS(=O)(=O)c1ccc(Cl)c(Cl)c1)C(=O)OCC(=O)N1CCCCCC1 (configuration not stated),6.1%,-15.0%,i,-7.7%,6.4%,-4.9%,-0.9%,0.4%,0.1%
CCCNC(=O)COC(=O)c1ccc(OCC(=O)Nc2ccccc2OC)c(OC)c1,3.1%,5.8%,?,-29.1%,2.0%,3.4%,-0.1%,-2.4%,-14.8%
CC(=O)Nc1ccc(NC(=O)C2CCN(C(=O)c3ccc([N+](=O)[O-])cc3)CC2)cc1,2.5%,-13.4%,i,-3.0%,-0.1%,-10.3%,-0.6%,0.2%,7.9%
c1ccc(-c2csc3ncnc(NCCN4CCOCC4)c23)cc1,5.0%,-20.9%,i,?,?,14.6µM*,0.0%,-18.5%,-9.5%
O=C(COc1ccccc1F)Nc1ccc2c(c1)CCC2,2.1%,-3.1%,i,77.5%[activator],2.3%,?,5.8%,15.8%,-13.8%
C/C(=N\NC(=O)CCc1ccc(S(=O)(=O)N2CCOCC2)cc1)c1ccc(Br)cc1,6.2%,-13.4%,i,-29.5%,1.0%,?,2.1%,2.5%,26.5%
Cc1cccc(C2C=C(c3ccc(F)cc3)Nc3nc4ccccc4n32)c1 (configuration not stated),/,-37.7%,i,75.5%[activator],/,/,?,-1.0%,-2.4%
Cc1cccc(NC(=O)c2cc([N+](=O)[O-])ccc2N2CCN(C)CC2)c1,8.5%,-0.1%,i,-28.7%,7.0%,-0.6%,-0.2%,-18.5%,-28.9%
O=C(Cc1cccs1)Nc1nnc(SCc2cccc3ccccc23)s1,10.8%,-5.2%,i,-10.2%,14.0%,-6.2%,0.0%,-9.3%,-7.6%
O=C(NNC1=NC2(CCCC2)Cc2ccccc21)c1ccncc1,21.4%,-11.6%,i,-24.8%,-59.2%[inhibitor],2.7%,5.3%,2.1%,-2.0%
COC(=O)c1cn(NC(=O)Cc2ccc(Cl)c(Cl)c2)c(=O)c2ccccc12,12.9%,-7.2%,i,1.8%,18.2%,14.3%,-0.5%,1.1%,0.0%
CCN(Cc1ccccc1)C(=O)C1CCC(CNc2c(N3CCOCC3)c(=O)c2=O)CC1 (configuration not stated),-4.5%,10.7%,i,4.0%,-1.4%,-3.1%,-0.2%,-6.1%,-7.1%
Cc1cc(Cl)ccc1OCC(=O)NNC(=O)c1ccc(=O)[nH]c1,-0.5%,-3.2%,i,-3.8%,-0.3%,0.6%,-0.4%,1.8%,14.1%
Cc1ccc(-c2csc(-c3c[nH]c4ccccc34)n2)c(C)c1,-11.0%,20µM*,i,23.7%,14.6µM*,?,3.7%,?,?
COc1cccc(C(=O)Oc2ccc3ccc(=O)oc3c2)c1,6.5%,5.7%,/,/,-4.6%,-4.6%,-0.8%,4.2%,-14.9%
C=CCN1C(=O)c2ccc(C(=O)NCCOc3ccccc3F)cc2C1=O,13.7%,-9.3%,i,14.8%,-3.9%,?,5.3%,-1.0%,4.1%
CCCCc1c(O)nc2sc3cc(OC)ccc3n2c1=O,-5.2%,12.1%,i,-4.6%,4.4%,/,4.0%,-5.4%,23.0%
COc1c(Cl)cc(C(=O)Nc2cccc(-c3nc4ccccc4[nH]3)c2)cc1Cl,/,-87.0%,?,?,/,?,-4.5%,?,?
CC(=O)N1CCN(CC(O)COc2ccc(S(=O)(=O)N3CCOCC3)cc2)CC1 (configuration not stated),6.4%,-21.0%,?,-16.4%,0.9%,2.4%,-0.9%,0.6%,2.4%
C=CCON/C(CCC)=C1\C(=O)CC(C)(C)CC1=NC,-8.9%,16.3%,i,-0.2%,0.7%,2.9%,0.4%,-6.0%,34.5%[activator]

Compound profiles, from the list above:
Cc1cc(Cl)ccc1OCC(=O)NNC(=O)c1ccc(=O)[nH]c1 is entered as EPAC2 antagonist: -0.5%; HepG2 viability: -3.2%; S2 tox: i; ATXN2 expr inh: -3.8%; MCF10A rereplic: -0.3%; Nrf2 block: 0.6%; Nrf2 ARE act: -0.4%; A549 viability: 1.8%; TGFb inhibitor: 14.1%
COc1cccc(C(=O)Oc2ccc3ccc(=O)oc3c2)c1 is entered as EPAC2 antagonist: 6.5%; HepG2 viability: 5.7%; S2 tox: /; ATXN2 expr inh: /; MCF10A rereplic: -4.6%; Nrf2 block: -4.6%; Nrf2 ARE act: -0.8%; A549 viability: 4.2%; TGFb inhibitor: -14.9%

(further entries)
Compound,EPAC2 antagonist,HepG2 viability,S2 tox,ATXN2 expr inh,MCF10A rereplic,Nrf2 block,Nrf2 ARE act,A549 viability,TGFb inhibitor
Cc1cc(C)n(CCNS(=O)(=O)c2ccc(Cl)cc2)n1,3.8%,-0.7%,i,2.4%,0.1%,-9.2%,-0.9%,1.9%,17.0%
CC(C(=O)Nc1nccs1)N1C(=O)C2CC=CCC2C1=O (configuration not stated),-1.1%,-6.9%,i,-4.8%,0.7%,-4.6%,0.4%,6.8%,-5.7%
O=C(/C=C/c1cccs1)NC1CC1,4.5%,0.1%,i,/,7.1%,5.1%,0.0%,-3.4%,-2.1%
C=CCN(CC(O)c1cccc([N+](=O)[O-])c1)C(C)CCc1ccccc1 (configuration not stated),-20.4%,-19.5%,i,-22.1%,9.5%,6.9%,1.9%,9.5%,-27.9%
NNC(=O)c1csc(-c2cccc(C(F)(F)F)c2)n1,-4.3%,7.9%,i,2.0%,?,-9.3%,0.0%,-3.9%,-21.9%
Cc1cc(C)n(-c2n[nH]c(C)c2[N+](=O)[O-])n1,-11.3%,-3.7%,i,12.6%,-4.3%,-4.3%,-0.3%,4.1%,-2.4%
COc1ccccc1C(=O)NCCC(=O)Nc1nc2ccccc2[nH]1,3.1%,-7.4%,i,?,-0.6%,?,3.3%,?,1.2%
CC(C)(C)NC(=O)COc1ccc(CNn2nnnc2N)cc1,-3.9%,2.7%,i,2.8%,-0.8%,-6.2%,-0.3%,-2.7%,2.2%
O=C(OCc1nnc(-c2ccccc2)o1)c1cccnc1Cl,5.4%,-46.9%,i,23.4%,2.1%,?,2.3%,-1.0%,-4.0%
Nc1ccccc1C(=O)NCc1ccc(F)cc1,7.5%,-16.2%,i,1.5%,-3.8%,11.5%,-1.0%,0.3%,-12.4%
CSc1nc2c(c(=O)n1C)SC(C)C2 (configuration not stated),0.4%,-15.4%,i,1.7%,-2.2%,0.0%,7.6%,0.0%,5.6%
O=C(Nc1ccccc1)c1cc(C2CCCN(C(=O)c3ccc4c(c3)CCO4)C2)on1 (configuration not stated),-10.0%,-5.3%,i,8.6%,/,/,-1.3%[9.22 µM],/,-4.3%
